Epigenetic reg: epigenetic control regulation, reporter derepression | murine LDR cells, GFP reporter derepression, 30 h | Potency, µM (highest dose often 53.9 µM), for inactives: at the top dose GFP activation, most hits filed as activators | 0.2% of 280,000 active; also: potency is read from the fitted curve at half-maximal effect; % of control where 0% means no effect; nearly all actives have a fitted effect of over 60% in size
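Derepression of a silenced CMV-GFP reporter in murine LDR cells is scored by enumerating GFP-positive cells with a laser-scanning microplate cytometer after 30 hours of treatment at 37 C.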
IMPase Li cell: IMPase inhibition in cells with lithium potentiation. CHO-M1 cells, IP1 TR-FRET (IP-One), carbachol + lithium. Potency, µM (highest dose often 59.4 µM), for the others: top-dose activity, negative = IMPase inhibition, most hits filed as inhibitors. 0.35% of 210,000 active;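 also: IP1 builds up when IMPase is blocked and the TR-FRET signal falls; potency is read from the fitted curve at half-maximal effect; plate controls were basal vehicle for no effect and high inhibitor control for full effect; nearly all actives have a fitted effect of over 50% in size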
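Steps: plate 2000 CHO-M1 cells per well and culture 16–30 h; add compound and lithium; incubate 30 min, 37C; add d2-IP1 tracer and Eu cryptate anti-IP1 antibody in lysis buffer; read after 10 min at room temperature.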
NPSR antag: neuropeptide S receptor (human) antagonism, cAMP | Q6W5P4 | CHO-NPSR cells, cAMP TR-FRET, antagonist mode | Potency, µM (series often up to 38.3 µM), inactives show top-dose activity change, negative = inhibition, hits mostly inhibitors | 1% of 220,000 active | AID 1461; also: potency is read from the fitted curve at half-maximal effect; % is scaled to controls: 0 for no effect and ±100 for the full control effect; nearly all actives have a fitted effect of over 50% in size; many of its hits are not listed in these tables
Luc counter: counter-screen: inhibitors of Kinase-Glo firefly luciferase; Q27757; Kinase-Glo luciferase, ATP luminescence, 8 min; Potency, µM (top dose mostly 38.3 µM), without a hit: top-dose activity change, negative = inhibition, usual class: inhibitors; 0.28% of 200,000 active; AID 1379; also: potency is read from the fitted curve at half-maximal effect; % is scaled to controls: 0 for no effect and ±100 for the full control effect; nearly all actives have a fitted effect of over 60% in size
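Inhibition of Kinase-Glo luciferase light generation was assessed at 10 uM ATP in pH 7.2 imidazole buffer, with luminescence measured after eight minutes at ambient temperature.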
GLA spleen mod: inhibits or activates alpha-galactosidase in human spleen homogenate; human spleen homogenate, 4MU-alpha-Gal fluorescence, 40 min; 0.008% of 240,000 active; Potency, µM (top dose mostly 80 µM), for inactives: at the highest dose activity change, negative = inhibition, hits mostly inhibitors;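 also: potency is read from the fitted curve at half-maximal effect; 0% = enzyme with vehicle and -100% = no enzyme basal signal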
Target sequence (P06280 32-429 limits assumed): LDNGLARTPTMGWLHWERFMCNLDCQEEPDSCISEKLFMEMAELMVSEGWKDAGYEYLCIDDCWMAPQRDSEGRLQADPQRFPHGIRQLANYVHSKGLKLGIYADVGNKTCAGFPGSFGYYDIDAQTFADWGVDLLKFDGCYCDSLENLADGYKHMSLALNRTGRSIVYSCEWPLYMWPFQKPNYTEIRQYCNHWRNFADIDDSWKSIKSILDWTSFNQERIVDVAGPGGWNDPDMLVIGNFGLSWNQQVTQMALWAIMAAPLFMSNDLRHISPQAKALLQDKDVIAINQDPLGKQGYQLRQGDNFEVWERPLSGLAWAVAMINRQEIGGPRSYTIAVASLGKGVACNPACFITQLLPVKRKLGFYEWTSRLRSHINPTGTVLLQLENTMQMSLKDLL
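Fluorogenic readout (Ex 365/Em 440 nm) of 4-methylumbelliferone released from 1 mM 4-MU-alpha-galactoside by spleen homogenate, 40 min at 37C, pH 5.0. Data normalized to no-enzyme and enzyme controls; Hill-equation AC50 from compound titrations.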
CBFb RUNX1 block: CBF-beta/RUNX1 interaction disruption. 230,000 tested, under 10 active. AlphaScreen CBFb-His/RUNX1-biotin binding, biochemical. Potency, µM (titrated, usually from 59.8 µM), for inactives: at the highest dose activity, negative = inhibition, usual class: inhibitors; also: % of control where 0% means no effect
Target sequence (Q01196 whole entry, looked up): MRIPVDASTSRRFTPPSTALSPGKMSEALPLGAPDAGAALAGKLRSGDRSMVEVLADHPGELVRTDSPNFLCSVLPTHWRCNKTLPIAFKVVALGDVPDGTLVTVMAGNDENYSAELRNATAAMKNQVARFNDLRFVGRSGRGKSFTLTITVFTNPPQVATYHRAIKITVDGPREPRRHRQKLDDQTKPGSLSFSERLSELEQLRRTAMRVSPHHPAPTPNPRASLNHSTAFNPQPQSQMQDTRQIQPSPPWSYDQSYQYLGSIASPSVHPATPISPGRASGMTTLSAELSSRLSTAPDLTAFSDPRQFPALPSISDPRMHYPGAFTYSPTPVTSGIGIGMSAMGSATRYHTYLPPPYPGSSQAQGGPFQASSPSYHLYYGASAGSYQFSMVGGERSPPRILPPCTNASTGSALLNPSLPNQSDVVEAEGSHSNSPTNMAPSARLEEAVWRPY
Target sequence (Q13951 whole entry, looked up): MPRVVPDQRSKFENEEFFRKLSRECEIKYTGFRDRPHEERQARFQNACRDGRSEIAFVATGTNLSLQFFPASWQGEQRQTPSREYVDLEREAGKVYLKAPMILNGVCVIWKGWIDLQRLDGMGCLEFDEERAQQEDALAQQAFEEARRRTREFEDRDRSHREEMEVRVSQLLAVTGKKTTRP
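AlphaScreen proximity signal reports loss of binding between His-tagged CBF-beta and biotin-labelled RUNX1, each at 30 nM. Proteins are pre-associated for 20 minutes, compounds added for 15 minutes, then beads for 90 minutes, all at ambient temperature.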
Lamin A splicing: modulators of lamin A splicing; HeLa LMNA splicing GFP/RFP minigene ratio, 48 h; Potency, µM (titrated, usually from 46.1 µM), for the others: at the top dose ratio change, negative = inhibition, usual class: inhibitors; 0.01% of 200,000 active; active = well fitted inhibition curve with a large enough effect in the signal ratio, with a control signal flat, not every such curve was filed as active; inconclusive = small, poorly fitted or top-dose-only effect, or effect the other way, or a change in a side signal; the % refers to the signal ratio; also: potency is read from the fitted curve at half-maximal effect; % is scaled to controls: 0 for no effect and ±100 for the full control effect
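S3 HeLa stable clones carrying a lamin A-EGFP splicing minigene plus DsRed2 were seeded at 600 cells/well in Opti-MEM with 2% FBS, pin-dosed and incubated 48 h at 37°C. Acumen cytometry (488 nm) gave the GFP/RFP total-intensity ratio.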
Numbers without * were called inactive; ? = inconclusive; . = no result given; & = joins results of further samples; [ ] = dose if it differs, or a comment. Unless noted, calls follow the shape of the dose curve; as a rule, active = well fitted curve in the direction sought with a large enough effect; inconclusive = small, poorly fitted or top-dose-only effect, or another doubt; inactive = no such curve, though single readings can be large; an effect the other way counts as inactive or inconclusive.

item	structure	Epigenetic reg	IMPase Li cell	NPSR antag	Luc counter
1	Cc1ccc(OCCN2CCN(CC(O)Cn3c4ccccc4c4ccccc43)CC2)cc1 (centres undefined)	6.9%	12%	-42%	5%
2	COc1cccc(C(=O)C2CCCN(CC3=Cc4cc(OC)ccc4OC3)C2)c1 (centres undefined)	-0.2%	18%	25%	.
3	Clc1ccc(CNC2CCCC2)cc1	0.4%	26%[38.3 µM]	-5%[46.1 µM]	2%
4	Cc1cccc(-c2n[nH]c(=S)n2C)c1	0.2%	-5%	3%	2%
5	O=S(=O)(Nc1ncnc2sc3c(c12)CCC3)c1ccc2ccccc2c1	-0.9%	2%[38.3 µM]	-3%[46.1 µM]	-3%
6	Cc1cc(=O)[nH]c(-n2ncc(C#N)c2N)n1	-1.4%	-2%	5%	-1%
7	O=C(O)/C(=C/c1c(C(=O)O)[nH]c2cc(Cl)cc(Cl)c12)c1ccccc1	-1.1%	-7%	-8%[46.1 µM]	-1%
8	Cc1ccc(C2C3=C(Nc4[nH]n(-c5ccccc5)c(=O)c42)c2ccccc2C3=O)cc1 (centres undefined)	0.0%	-6%	-43%	-7%
9	O=C(/C=C/c1ccccc1)CC(O)(c1ccccc1)C(F)(F)F (centres undefined)	?	35%[activator][38.3 µM]	?	-2%
10	O=C(O)c1ccccc1C(=O)Nc1ccccc1	-18%	-1%[38.3 µM]	8%[46.1 µM]	2%
11	O=C(O)c1cc(=O)c2c(Cl)cc(Cl)cc2[nH]1	-0.1%&0.0%&2.6%&2.4%	?	-16%[46.1 µM]	2%&2%&1%
12	COc1ccc(C(C)=O)cc1CSc1nc2nc(C)cc(C)n2n1	0.0%	-3%	1%	6%
13	Clc1ccccc1Nc1nnc(-c2ccncc2)s1	0.0%	-8%	-3%	1.3µM*
14	O=C(COc1ccccc1)Nc1sc2c(c1C(=O)NCc1cccnc1)CCCC2	16%	17%[38.3 µM]	-15%[46.1 µM]	4%
15	CCN(CC)C(=O)CSC1c2ccccc2C(=O)N1c1ccccc1 (centres undefined)	0.6%	4%[38.3 µM]	-13%[46.1 µM]	0%

item	GLA spleen mod	CBFb RUNX1 block	Lamin A splicing
1	0%	-2%	?
2	-10%	-14%	.
3	4%	4%	4%
4	-2%	-3%	-5%[9.22 µM]
5	11%	13%	?
6	-3%	-10%	-12%[46 µM]
7	13%	-11%	?
8	-9%	6%	?
9	-11%	-2%	?
10	-5%	-2%	-5%
11	8%&-7%&-4%&9%	-3%	-23%&-5%
12	-10%	10%	12%[46 µM]
13	-2%	15%	-10%
14	0%	-11%	14%
15	-9%	-2%	2%

3 of the compounds above, bar-delimited:
nr | Molecule | Epigenetic reg | IMPase Li cell | NPSR antag | Luc counter | GLA spleen mod | CBFb RUNX1 block | Lamin A splicing
10 | O=C(O)c1ccccc1C(=O)Nc1ccccc1 | -18% | -1%[38.3 µM] | 8%[46.1 µM] | 2% | -5% | -2% | -5%
11 | O=C(O)c1cc(=O)c2c(Cl)cc(Cl)cc2[nH]1 | -0.1%&0.0%&2.6%&2.4% | ? | -16%[46.1 µM] | 2%&2%&1% | 8%&-7%&-4%&9% | -3% | -23%&-5%
12 | COc1ccc(C(C)=O)cc1CSc1nc2nc(C)cc(C)n2n1 | 0.0% | -3% | 1% | 6% | -10% | 10% | 12%[46 µM]

The results go on.
item	structure	Epigenetic reg	IMPase Li cell	NPSR antag	Luc counter
16	Cc1nc2cnc(N3CCN(C)CC3)nc2n(Cc2cccs2)c1=O	.	13%	.	-2%
17	[O-]/C(=C(\C(=S)NCCN1CCOCC1)[n+]1ccccc1)c1ccc(Cl)s1	0.0%	11%	20%	-6%
18	O=S(=O)(c1ccc(-c2cc(C(F)(F)F)on2)s1)N1CCCC1	0.3%	.	0%[7.67 µM]	.
19	COc1ccc(-c2ccc3ccccc3n2)cc1OC	0.0%	3%	19%	-3%
20	C=CCn1cc(C(=O)OC)c(=O)c2cc(S(=O)(=O)N3CCCCCC3)ccc21	-6.0%	2%	-10%	5%
21	O=[N+]([O-])c1ccc(/C=C/c2ccncc2)cc1	-1.1%	.	4%	.
22	Cc1ccc(C)c(NC(=O)CSc2c(C)n[nH]c2C)c1	3.1%	7%	17%	0%
23	O=C(Nc1ccc(-c2noc(CCc3ccccc3)n2)cc1)c1cccnc1	-14%	28%[38.3 µM]	-22%[46.1 µM]	-5%
24	CCc1ccc(NC(=O)COC(=O)C2(c3ccc(Cl)cc3)CCCC2)cc1	0.0%	13%	-7%[46.1 µM]	5%
25	COCc1ccc([C@@H]2C[C@H]3CN(Cc4cccnc4)C(=O)[C@]34CCCN24)o1	1.5%	10%	0%	-2%
26	CCc1nn(CC(=O)NCCCN2CCc3ccccc3C2)c(=O)c2cc3sccc3n12	-1.0%	8%	9%	3%
27	COc1ccc(-n2c(=O)c(C)nc3cnc(Oc4ccccc4)nc32)cc1	.	7%	.	-3%
28	O=C(N/N=C/C(Br)=C\c1ccccc1)c1cccs1	5.0%	.	52%	.
29	Cc1cc(SCC(=O)c2ccc(O)c(O)c2)n2nc(C)c(-c3ccccc3)c2n1	2.1%	.	-22%	.
30	CC(=O)OCC[N+](C)(C)C	-4.1%&0.0%&-1.3%&0.9%	-7%&-7%&-14%&7%	19%&-3%	-2%&-4%&0%

item	GLA spleen mod	CBFb RUNX1 block	Lamin A splicing
16	4%	.	.
17	?	?	?
18	-29%	6%	.
19	5%	5%	-2%[46 µM]
20	1%	-2%	2%[9.22 µM]
21	4%	2%	.
22	3%	13%	-9%[46 µM]
23	10%	-8%	?
24	3%	25%	?
25	1%	8%	16%[46 µM]
26	8%	8%	-11%
27	-3%	.	.
28	1%	1%	.
29	-6%	-27%	.
30	-12%&5%&-3%&-4%&-4%	7%&14%&17%&-4%&19%	2%&-10%

Following part
item	structure	Epigenetic reg	IMPase Li cell	NPSR antag	Luc counter
31	N#CCCn1ncc2ccccc21	-3.3%	-20%[38.3 µM]	0%[46.1 µM]	0%
32	O=C(Cc1cc(=O)[nH][nH]1)N/N=C/C(Cl)=C/c1ccccc1	1.1%&0.0%	7%&7%[38.3 µM]	-18%&-18%[46.1 µM]	3%&-6%
33	CC(=O)Nc1ccc(S(=O)(=O)NNC(=O)COc2cccc3ccccc23)cc1	-1.0%	-6%	8%	1%
34	NC(=O)c1sc2cc(C(F)(F)F)cnc2c1-c1cccs1	-1.0%	27%[38.3 µM]	7%[46.1 µM]	1%
35	CCn1cc(S(=O)(=O)CC(=O)Nc2cc(C)ccc2C)c2ccccc21	8.5%	5%[38.3 µM]	1%[46.1 µM]	3%
36	COc1ccc(OCC(=O)Nn2c(-c3cccc(OC)c3)nc3ccccc3c2=O)cc1	0.0%	2%	2%	1%
37	CCOC(=O)Cc1csc(NC(=O)CSc2nnnn2-c2ccc(F)cc2)n1	0.8%	10%[38.3 µM]	1%[46.1 µM]	-2%
38	COC(=O)c1ccc(OC)c(OC2CCCC2)c1	-0.1%	.	6%	.
39	O=C(Nc1ccccc1-c1nnc(SCc2ccccc2)o1)c1ccccc1	5.8%	3%[38.3 µM]	-22%[46.1 µM]	0%
40	N#C/C(=C/c1ccccc1[N+](=O)[O-])C(=O)NCc1ccco1	2.3%	2%	-7%[46.1 µM]	3%
41	NC(=O)c1ccc(/C(N)=N/S(=O)(=O)c2cc(C(F)(F)F)cc(C(F)(F)F)c2)cc1	-1.1%	.	1%	.
42	Cc1nc2ccccn2c1-c1csc(Nc2cccc(O)c2)n1	2.2%	0%	-16%	-3%
43	COc1cc(N=C2C(=O)N3CCCc4cccc2c43)cc(OC)c1	0.0%	5%	5%	-3%
44	CCC(C)NC(=O)CSc1nnc(-c2ccc(Cl)cc2)n1N (centres undefined)	6.7%	5%	0%	2%
45	COc1ccc(CNC(=O)C(=O)NCc2cccnc2)cc1	0.0%	-3%	5%	-2%

item	GLA spleen mod	CBFb RUNX1 block	Lamin A splicing
31	-1%	-4%	-9%
32	7%&-9%	-22%&-1%	18%&18%
33	3%	-3%	-1%
34	-3%	0%	12%
35	12%	0%	1%
36	0%	17%	?
37	-1%	1%	12%
38	5%	6%	.
39	-10%	4%	2%
40	7%	-3%	-17%
41	10%	13%	.
42	3%	3%	-6%[46 µM]
43	3%	-8%	0%
44	2%	-8%	2%[46 µM]
45	10%	0%	5%[46 µM]

(listing goes on)
item	structure	Epigenetic reg	IMPase Li cell	NPSR antag	Luc counter
46	CO[C@@H]1COC(=O)[C@H](COCc2ccccc2)NC(=O)C/C=C\[C@@H](C)[C@H](OC)COC(=O)[C@@H](C)NC(=O)C/C=C\[C@H]1C	0.0%[10.1 µM]	.	.	.
47	C[C@H](NC(=O)c1ccccc1)C(=O)Nc1nc(-c2ccccn2)cs1	-1.1%	7%	21%	0%
48	Cc1nn(CC(=O)N2CCOCC2)c(C)c1[N+](=O)[O-]	-1.1%	-8%[38.3 µM]	-9%[46.1 µM]	-5%
49	COc1cc(OC)c2c(OC)c(-c3ccc4c(c3)OCO4)c(=O)oc2c1	1.3%	16%	.	-4%
50	Nc1ccc2nc(SCc3ccccc3F)sc2c1	-3.1%	.	11%	.
51	Cc1ccc(C)c(C(=O)COc2ccc(C)nc2[N+](=O)[O-])c1	10%	29%[38.3 µM]	-7%[46.1 µM]	0%
52	Cc1nc2nc[nH]n2c(=O)c1NC(=O)c1cccc(OCC(C)C)c1	5.2%	10%[38.3 µM]	-14%[46.1 µM]	2%
53	O=C(CN1CCN(c2ncccn2)CC1)NCCC1=CCCCC1	-2.2%	-28%[38.3 µM]	-10%[46.1 µM]	-2%
54	CCOC(=O)C1CCCN(C(=O)CSc2ccc(Br)cc2)C1 (centres undefined)	-1.3%	0%	-13%	4%

item	GLA spleen mod	CBFb RUNX1 block	Lamin A splicing
46	10%[17.5 µM]	5%[13.1 µM]	.
47	8%	.	.
48	-12%	-1%	-1%
49	29%	.	?
50	-19%	-12%	.
51	-13%	0%	?
52	5%	5%	5%
53	-2%	0%	9%
54	-4%	13%	7%[46 µM]

Assay outcomes deposited in PubChem BioAssay by National Center for Advancing Translational Sciences (NCATS).

A portion of the library. The share of hits here may be higher or lower than overall.
